Screens from PubChem.
697 NFkB inh = lowers PMA/ionomycin-induced NF-kB signal in 697 B cells | 697 B-cell NF-kB luciferase reporter, 16 h | inhibition, % at 4 µM | 0.33% of 330,000 active | AID 435022; in the data active means inhibition above about 35%
SENP8 block = inhibitors of human SENP8 protease | purified SENP8, Z-RLRGG-aminoluciferin cleavage, luminescence | inhibition, % at 10 µM | 1.2% of 330,000 active
UBC13 polyUb = inhibitors of human UBC13 polyubiquitin chain formation | TR-FRET | inhibition, % at 20 µM | 0.47% of 330,000 active | P61088; in the data active means inhibition above about 45%, passing the limit was not always enough
Target sequence (P61088 whole entry, looked up): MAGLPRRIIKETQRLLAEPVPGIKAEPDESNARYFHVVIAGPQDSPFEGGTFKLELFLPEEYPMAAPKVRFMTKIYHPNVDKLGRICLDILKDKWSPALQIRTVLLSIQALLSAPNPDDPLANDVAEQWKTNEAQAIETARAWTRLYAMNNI
Gli-Sufu block = blocks Gli-Sufu signaling in a luciferase reporter. Sufu-KO-LIGHT fibroblasts, Gli luciferase reporter luminescence. 0.74% of 340,000 active. AID 588413. inhibition, % at 5 µM;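 active means inhibition above about 55%, limit read from the data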;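 further: 0% = DMSO-treated cells and 100% = wells with medium but no cells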
HKDC1 inh = blocks human hexokinase HKDC1 activity. inhibition, % at 20 µM. 0.16% of 340,000 active. recombinant HKDC1, G6PDH/diaphorase resazurin coupled fluorescence;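 active means inhibition above about 35% when tested at 20 µM, limit read from the data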;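 further: plate controls were DMSO wells with enzyme for no effect and DMSO wells lacking enzyme for full effect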
Target sequence (Q2TB90 whole entry, looked up): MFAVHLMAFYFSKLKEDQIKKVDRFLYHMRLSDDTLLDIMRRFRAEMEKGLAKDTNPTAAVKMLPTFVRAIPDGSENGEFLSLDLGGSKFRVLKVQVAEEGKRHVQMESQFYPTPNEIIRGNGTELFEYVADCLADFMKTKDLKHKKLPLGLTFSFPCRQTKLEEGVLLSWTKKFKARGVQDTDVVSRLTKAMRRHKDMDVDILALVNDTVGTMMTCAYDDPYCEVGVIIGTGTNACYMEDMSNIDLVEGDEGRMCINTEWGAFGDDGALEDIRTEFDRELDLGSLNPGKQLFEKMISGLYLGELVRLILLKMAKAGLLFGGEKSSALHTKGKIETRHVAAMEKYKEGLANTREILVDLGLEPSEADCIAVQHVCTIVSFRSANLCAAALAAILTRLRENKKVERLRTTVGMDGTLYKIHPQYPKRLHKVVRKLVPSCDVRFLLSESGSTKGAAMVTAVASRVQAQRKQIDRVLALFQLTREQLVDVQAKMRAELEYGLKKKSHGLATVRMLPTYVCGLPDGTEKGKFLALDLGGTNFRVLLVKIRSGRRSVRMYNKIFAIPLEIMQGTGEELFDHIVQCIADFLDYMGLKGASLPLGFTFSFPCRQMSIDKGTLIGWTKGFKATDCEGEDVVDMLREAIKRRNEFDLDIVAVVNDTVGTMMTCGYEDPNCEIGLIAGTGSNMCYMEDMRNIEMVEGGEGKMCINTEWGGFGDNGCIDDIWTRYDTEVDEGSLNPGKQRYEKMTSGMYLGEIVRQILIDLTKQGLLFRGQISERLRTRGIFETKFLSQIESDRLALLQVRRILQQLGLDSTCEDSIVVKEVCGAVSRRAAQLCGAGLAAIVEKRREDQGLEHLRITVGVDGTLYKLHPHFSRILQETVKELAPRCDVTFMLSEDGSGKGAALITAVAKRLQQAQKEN
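Material – in-house recombinant HK5 (HKDC1) enzyme · Quantity – HKDC1 at 5 µg/mL · Buffer or medium – pH 8.0 Tris buffer with 10 mM MgCl2 · Reagent – glucose with 1 mM ATP · Dosing – single 20 µM dose · Times – reaction time 90 min, room temperature, protected from light · Technique – resorufin fluorescence at 613 nm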
SENP7 block = blocks the human protease SENP7; recombinant SENP7, Z-RLRGG-aminoluciferin luminescence, 40 min; inhibition, % at 5 µM; Q9BQF6; 1.5% of 330,000 active; AID 434973;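 active means inhibition above about 50% at the single test dose, limit read from the data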;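 further: plate controls were DMSO with enzyme for no effect and no enzyme buffer wells for full effect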
Jurkat NFkB inh = lowers PMA/ionomycin-induced NF-kB signal in Jurkat cells; AID 435003; PMA/ionomycin-induced NF-kB luciferase reporter, luminescence; inhibition, % at 4 µM; 0.53% of 330,000 active
Apaf-1 inh = human Apaf-1 inhibition. O14727. reconstituted apoptosome caspase-3 activity, DEVD-Rh110 fluorescence. inhibition, % at 20 µM. 0.71% of 330,000 active. AID 489030; active means inhibition of at least 40% at 20 µM;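 further: plate controls were DMSO wells for no effect and DEVD-CHO caspase inhibitor wells for full effect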
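Material: biochemical Apaf-1 apoptosome reconstitution. Medium: Hepes buffer, pH 7.5. Also added: cytochrome c activation, bis-DEVD rhodamine 110 substrate. Timing: 30 min compound preincubation, 50 min activation, room temperature. Measured by: rhodamine 110 fluorescence at Ex 480/Em 540 nm.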
* hit, by the source's call; nt = no result given. Unless noted, no stated cut-off is given here; in the data, active means inhibition above about 50%; inactive means the rest. Rows are unselected. Share with any hit: about 3.6%.

SMILES	697 NFkB inh	SENP8 block	UBC13 polyUb	Gli-Sufu block	HKDC1 inh	SENP7 block	Jurkat NFkB inh	Apaf-1 inh
COc1ccc(CCNC(=O)COC(=O)/C=C/c2ccc(OC)c(OC)c2)cc1	11.1	3.6	2.9	6.0	-4.6	-0.9	-6.4	2.1
COc1ccc2c(c1)c(CC(=O)OCC(=O)N(C)C)c(C)n2C(=O)c1ccc(Cl)cc1	10.9	-4.9	-2.1	19.1	0.9	-7.4	0.8	7.0
CCNC(=S)Nc1cccc(S(=O)(=O)Nc2ccccc2OC)c1	0.1	-3.6	-3.9	-21.1	-1.9	0.5	-6.2	-3.2
O=C(NCc1ccco1)C1CCCN1C(=O)Nc1ccccc1[N+](=O)[O-] (configuration not stated)	-4.9	2.2	-5.2	20.0	2.2	-8.9	-2.6	-3.0
Cc1ccc(S(=O)(=O)NCC[C@@]2(C)C3CCC2(C)C(=O)C3)cc1 (some centres not stated)	18.8	-9.0	-0.8	3.4	-2.4	-1.4	-1.0	-7.8
CC(C)C[C@@]12C(=O)N(c3ccc(Br)cc3)C(=O)N1[C@H](c1ccc(Br)cc1)[C@@H]1C(=O)N(C(C)(C)C)C(=O)[C@@H]12	14.9	-2.4	-4.8	-2.5	0.5	2.5	11.3	-1.8
C=CCn1c(-c2c[nH]c3ccccc23)n[nH]c1=S	-50.3	1.5	-17.0	5.4	-1.7	-0.6	-42.5	1.6
COC(=O)c1ccc(COC(=O)c2nn(C)c(=O)c3ccccc23)cc1	-73.0	0.9	4.9	3.0	-1.4	6.5	-2.6	13.8
CCCCN1C(=S)NC[C@@H]1C(C)CC (some centres not stated)	-1.4	0.7	2.8	-7.6	0.2	-3.5	-5.2	1.7
CCCn1c(-c2cc(OC)c(OC)c(OC)c2)nc2c1c(=O)[nH]c(=O)n2Cc1ccccc1	15.3	-1.1	6.6	6.9	-2.8	8.4	-14.6	25.8

By substructure, those above with an aryl methoxy group.
SMILES	697 NFkB inh	SENP8 block	UBC13 polyUb	Gli-Sufu block	HKDC1 inh	SENP7 block	Jurkat NFkB inh	Apaf-1 inh
COc1ccc(CCNC(=O)COC(=O)/C=C/c2ccc(OC)c(OC)c2)cc1	11.1	3.6	2.9	6.0	-4.6	-0.9	-6.4	2.1
COc1ccc2c(c1)c(CC(=O)OCC(=O)N(C)C)c(C)n2C(=O)c1ccc(Cl)cc1	10.9	-4.9	-2.1	19.1	0.9	-7.4	0.8	7.0
CCNC(=S)Nc1cccc(S(=O)(=O)Nc2ccccc2OC)c1	0.1	-3.6	-3.9	-21.1	-1.9	0.5	-6.2	-3.2
CCCn1c(-c2cc(OC)c(OC)c(OC)c2)nc2c1c(=O)[nH]c(=O)n2Cc1ccccc1	15.3	-1.1	6.6	6.9	-2.8	8.4	-14.6	25.8

Next results:
SMILES	697 NFkB inh	SENP8 block	UBC13 polyUb	Gli-Sufu block	HKDC1 inh	SENP7 block	Jurkat NFkB inh	Apaf-1 inh
C=CCN1C(=O)C(Cc2ccccc2)S/C1=N/N=C/c1cccs1 (configuration not stated)	-30.5	-8.5	-16.0	-16.6	-2.9	-5.0	-16.6	26.9
O=C(Nc1cccc([N+](=O)[O-])c1)C1CCN(C(=O)Cc2ccccc2)CC1	-13.1	4.6	-4.8	-5.5	-4.0	-10.3	-2.3	7.2
CNC(=O)c1nc(C)c(C2(C)CC(c3ccccc3)=NO2)s1 (configuration not stated)	7.6	-4.3	3.7	-2.9	1.1	1.9	2.3	-4.7
CCOc1ccc(N(CC(=O)NC2CCC(C)CC2)S(=O)(=O)c2c(C)noc2C)cc1 (configuration not stated)	-0.3	-3.7	-2.4	8.4	-2.7	-6.2	4.2	20.8
Cc1ccc2oc(C(=O)N3CCC(N4CCSCC4)CC3)c(C)c2c1	-4.6	2.1	5.5	18.6	35.5*	0.1	-7.6	-3.7
CCCCSc1nnc(-c2ccc(C)cc2)o1	-112.5	33.5	-0.3	-58.1	2.9	58.9*	-130.2	18.3
O=C(Cn1c(=O)oc2cccnc21)Nc1ccccc1Oc1ccc(Cl)cc1Cl	-26.1	-9.2	-2.5	-2.2	-4.3	-3.0	-11.4	8.5
Cc1ccccc1C(=O)Nc1nc(=S)ss1	5.6	-7.7	-6.3	-3.4	-3.8	1.7	-8.9	1.0
Cc1c(Cl)c(C(F)(F)F)nn1CC(=O)NCc1ccco1	-22.9	2.0	3.8	8.0	-11.8	0.9	-7.9	-7.1
COc1ccc(-n2c(C)nc3c(cnn3-c3ccc(C)c(C)c3)c2=O)cc1	-31.8	2.0	4.4	-35.5	-2.7	5.0	-12.9	20.9
CCCCN(C(=O)CN(C)CC(=O)Nc1cccc(OC)c1)c1c(N)n(CCCC)c(=O)[nH]c1=O	3.9	5.5	10.5	0.1	-2.9	3.6	3.2	-1.2
COc1cccc(-n2nnc3c(=O)n(CC(=O)NC4CCCC4)cnc32)c1	11.1	-7.0	-5.6	0.1	-1.7	-1.3	-7.2	1.6
CCC[n+]1c(C)sc2c(OC)ccc(OC)c21	11.8	-5.0	-4.7	-0.2	-10.3	7.2	-4.2	-8.9
Cc1cccc(C(=O)Nc2ccc(C(=O)N/N=C/c3ccc(C)o3)cc2)c1	14.8	3.1	-8.0	-2.9	1.2	6.2	-8.8	6.6
O=C(NC(NC(=O)c1ccccc1)c1cccc([N+](=O)[O-])c1)c1ccccc1	1.6	6.5	10.6	-12.6	0.8	-5.6	5.4	-2.5
CCOc1ccc(CCNC(=O)CCN2C(=O)COc3ccccc32)cc1OCC	2.9	-2.7	2.0	2.4	14.7	23.8	4.0	-17.9
CN(C(=O)Cn1cc(C(F)(F)F)ccc1=O)c1c(N)n(Cc2ccccc2)c(=O)[nH]c1=O	27.3	2.8	9.0	-6.5	13.7	-1.8	3.5	-18.6
COc1ccc(C(=O)OCC(=O)NC2CCCCCC2)c(OC)c1	6.1	0.4	0.9	-17.4	-3.1	4.9	4.1	3.1
CC(CNC(=O)C1CCCCC1C(=O)O)c1ccccc1 (configuration not stated)	3.3	5.8	-5.3	1.3	-10.9	1.0	12.0	-3.2
CC(=O)C1=C(C)OC(N)=C(C#N)C1c1cc2cccc(C)c2nc1Cl (configuration not stated)	20.7	-4.1	-2.8	4.3	-10.0	0.4	5.6	12.1
Cc1cccc(NC(=O)CSCC(=O)N2CCN(c3cccc(C(F)(F)F)c3)CC2)c1	13.1	-0.2	15.4	-2.0	0.2	-1.0	7.6	19.7
Cc1nn(-c2ccccc2)c(C)c1C(=O)OCC(=O)Nc1ccc2c(c1)OCO2	21.7	6.0	0.4	7.5	-3.4	2.3	7.0	5.8
CC1CCCC(C)N1Cc1cn2ccccc2n1 (configuration not stated)	9.2	-7.1	-1.5	6.5	-4.9	-14.3	-1.5	-1.2
CCN(Cc1ccc2c(c1)OCCO2)C(=O)CSc1nc(C)nc2sc(C)c(C)c12	-16.3	4.7	4.5	6.0	3.5	1.6	21.0	11.1
CC(=O)c1ccc2c(ccc3ccccc32)c1	-43.2	7.9	-3.7	-29.7	2.1	-0.3	-27.8	16.3
Cn1c(=O)c(=O)n(C)c2cc(S(=O)(=O)CCC(=O)N3CCOCC3)ccc21	16.6	2.0	2.5	-1.5	-2.6	-6.5	16.4	-4.0
CC(Oc1ccc(F)cc1)C(=O)Nc1cc(S(=O)(=O)N2CCOCC2)ccc1N1CCCCC1 (configuration not stated)	-17.3	7.5	-4.9	18.8	0.0	-1.5	-2.3	27.3
S=C1NC[C@H](Cc2ccccc2)N1CCCCC1CCCCC1	-21.1	-13.2	13.7	-0.3	2.1	10.3	-2.4	23.1
O=C(O)c1ccc(OC(F)(F)C(F)C(F)(F)F)cc1 (configuration not stated)	11.7	-4.0	-1.6	-8.5	-0.1	-3.0	10.3	-10.8
O=S(=O)(NC1CCCCC1)c1ccc(Br)s1	-1.7	5.5	5.2	-13.7	8.2	-2.5	-11.9	7.4
Cc1cc(C)cc(NC(=S)NC(=O)Cc2ccccc2)c1	-2.8	-5.9	3.1	60.5*	1.0	3.3	-1.8	18.5
O=C(O)/C=C\C(=O)NC1CCCCC1	-5.9	-4.2	-23.7	-1.8	-12.0	-8.7	-8.6	-3.6
N#C/C(=C(/O)c1cccs1)c1nnc2n1CCCCC2	-2.2	-2.3	-14.4	-8.4	-7.9	3.2	1.1	15.2
CCSc1nc2c(c(=O)[nH]1)C(c1ccccn1)C1=C(CC(C)(C)CC1=O)N2 (configuration not stated)	-10.8	-2.6	9.7	-1.9	1.1	-19.2	-17.5	5.8
CC(=O)OC[C@H]1O[C@@H](O/N=C/[C@@H](C)[C@H](OCc2ccccc2)C(C)C)[C@H](OC(C)=O)[C@@H](OC(C)=O)[C@@H]1OC(C)=O	-1.4	-15.4	10.5	nt	nt	-12.2	-4.5	18.5
Cc1cc2cc(CNC(=O)c3ccc4c(c3)OCO4)ccc2[nH]1	-11.1	-7.3	-11.6	-3.0	-1.4	-5.8	-14.8	-10.0
COc1cc2c(c(OC)c1O)C(=O)CO2	22.3	6.6	-7.7	-2.2	14.2	-2.2	-16.0	-7.2
Cc1nc2sc3c(c2c(=N)n1N)CC(C)(C)OC3	7.0	0.6	8.8	0.2	11.4	1.8	4.0	-5.8
COc1ccc(F)cc1C(=O)C1CCCN(Cc2ccc(Oc3ncccn3)cc2)C1 (configuration not stated)	-3.4	-4.1	8.6	36.0	-10.1	7.1	9.7	-1.8
CN(C)C(=O)COC(=O)c1cccc(S(=O)(=O)N2CC3(C)CC2CC(C)(C)C3)c1 (configuration not stated)	0.5	-6.8	5.3	0.3	-5.0	1.2	-6.6	2.5

Three of the compounds above, as comma-separated lines.
Structure,697 NFkB inh,SENP8 block,UBC13 polyUb,Gli-Sufu block,HKDC1 inh,SENP7 block,Jurkat NFkB inh,Apaf-1 inh
CCSc1nc2c(c(=O)[nH]1)C(c1ccccn1)C1=C(CC(C)(C)CC1=O)N2 (configuration not stated),-10.8,-2.6,9.7,-1.9,1.1,-19.2,-17.5,5.8
Cc1cc(C)cc(NC(=S)NC(=O)Cc2ccccc2)c1,-2.8,-5.9,3.1,60.5*,1.0,3.3,-1.8,18.5
CN(C)C(=O)COC(=O)c1cccc(S(=O)(=O)N2CC3(C)CC2CC(C)(C)C3)c1 (configuration not stated),0.5,-6.8,5.3,0.3,-5.0,1.2,-6.6,2.5

The results go on:
SMILES	697 NFkB inh	SENP8 block	UBC13 polyUb	Gli-Sufu block	HKDC1 inh	SENP7 block	Jurkat NFkB inh	Apaf-1 inh
Cc1cc(NC(=O)C(C)Oc2ccc(Cl)cc2Cl)n(-c2ccccc2)n1 (configuration not stated)	-1.8	-3.9	4.3	1.3	7.0	-2.9	-8.5	17.6
C=CC[n+]1c(C)csc1Nc1ccc(C(=O)O)cc1	-4.9	-8.9	-18.2	-3.5	7.9	-5.2	-23.8	-1.5
Cc1ccc(NC(=O)CN(C)S(=O)(=O)c2cccc3cccnc23)cc1	4.0	-0.9	4.1	-3.4	0.2	7.1	-3.2	-3.8
CCCC(=O)Nc1cc(C)c(NC(=O)C23CC4CC(CC(C4)C2)C3)cn1	-12.8	-6.6	-2.9	-16.9	-0.3	-10.8	10.9	0.6
Cc1cccc(C(=O)NCC(=O)Nc2ccc(S(=O)(=O)Nc3nc(C)cc(C)n3)cc2)c1	9.2	-5.7	-6.3	-9.9	-9.3	-5.3	11.8	1.3
CCOc1ccc(S(=O)(=O)NCCC(=O)NCCc2ccc(C(C)C)cc2)cc1	-12.8	4.8	10.2	0.2	0.5	-4.3	22.3	23.9
COC(=O)c1ccc(C(=O)N2CCCC(CNC(=O)c3ccccc3Cl)C2)cc1 (configuration not stated)	-8.2	-8.5	-3.4	17.5	5.1	-6.4	-6.4	-0.2
O=C(CC1SC(=O)N(c2ccccc2)C1=O)Nc1ccc(Cl)cc1 (configuration not stated)	-10.7	-3.4	7.9	1.1	-2.4	3.8	-11.3	2.4
CN(C(=O)CSc1nnc(-c2cccnc2)o1)C1CCCCC1	12.0	-0.2	6.8	-3.5	-6.4	0.1	2.2	-2.1
CC(=O)Nc1ccccc1OCC(=O)N(Cc1ccccc1)C(C)C	-10.4	-8.9	-7.1	17.1	-5.0	2.0	11.5	1.2
C=CCn1c(SCC(=O)Nc2cccc(S(N)(=O)=O)c2)nnc1C1CCCCC1	1.7	-8.9	-2.7	8.9	5.5	2.2	-5.0	2.1
